Assay outcomes as filed in PubChem.
Tau FP inhib: qHTS for Inhibitors of Tau Fibril Formation, Fluorescence Polarization; Potency, µM (titrated, usually from 57.7 µM), for the others: at the highest dose activity, negative = inhibition, usual class: inhibitors; actives 0.39% (n = 280,000); Microtubule-associated protein tau (Homo sapiens), P10636; K18 P301L tau heparin fibrillization, Alexa594 FP, 6 h; AID 1468, 2008; note: % is set by controls: 0 for no effect and ±100 for the full control effect; nearly all actives have a fitted effect of over 55% in size
Target sequence (P10636 561-689 P618L limits assumed): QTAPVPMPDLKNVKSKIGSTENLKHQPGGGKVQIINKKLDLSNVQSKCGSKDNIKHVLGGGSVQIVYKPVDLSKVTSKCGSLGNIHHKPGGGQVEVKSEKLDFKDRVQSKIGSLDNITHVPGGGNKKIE
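K18 P301L tau (15 uM unlabeled/0.24 uM Alexa 594-labeled, final) + compound + heparin 20 uM final; 100 mM NaOAc pH 7; 6 hr 37 C; ThT 30 uM final added, 1 hr RT; FP ex 555/em 632 nm.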
TRb SRC2 PPI: qHTS for Inhibitors of the Interaction of Thyroid Hormone Receptor and Steroid Receptor Coregulator 2 | Thyroid hormone receptor beta (Homo sapiens), P10828 | TRbeta-SRC2 peptide binding, fluorescence polarization; receptor liganded with 1 µM T3 | Potency, µM (highest dose often 106 µM), for the others: at the top dose activity change, negative = inhibition, hits mostly inhibitors | actives 0.065% (n = 280,000) | AID 1469, 2008;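 note: plate controls were bound peptide for no effect and peptide without receptor for full effect; nearly all actives have a fitted effect of over 50% in size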
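Human TRb LBD (0.6 uM) plus Texas Red-labeled SRC2 peptide (20 nM), 1uM T3, 5% DMSO, 5 hr at ambient temperature. Decreased polarization (555/632 nm) flags inhibition; data normalized to free and bound peptide controls.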
RECQ1 helicase: qHTS Assay for Inhibitors of RecQ-Like Dna Helicase 1 (RECQ1); RECQ1 DNA unwinding, red fluorescence kinetic read; actives 0.54% (n = 240,000); Potency, µM (doses to about 57.3 µM), for inactives: at the highest dose activity, negative = inhibition, hits mostly inhibitors; ATP-dependent DNA helicase Q1 (Homo sapiens), P46063;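 note: plate controls were vehicle for no effect and no enzyme for full effect; nearly all actives have a fitted effect of over 30% in size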
Target sequence (P46063 whole entry, looked up): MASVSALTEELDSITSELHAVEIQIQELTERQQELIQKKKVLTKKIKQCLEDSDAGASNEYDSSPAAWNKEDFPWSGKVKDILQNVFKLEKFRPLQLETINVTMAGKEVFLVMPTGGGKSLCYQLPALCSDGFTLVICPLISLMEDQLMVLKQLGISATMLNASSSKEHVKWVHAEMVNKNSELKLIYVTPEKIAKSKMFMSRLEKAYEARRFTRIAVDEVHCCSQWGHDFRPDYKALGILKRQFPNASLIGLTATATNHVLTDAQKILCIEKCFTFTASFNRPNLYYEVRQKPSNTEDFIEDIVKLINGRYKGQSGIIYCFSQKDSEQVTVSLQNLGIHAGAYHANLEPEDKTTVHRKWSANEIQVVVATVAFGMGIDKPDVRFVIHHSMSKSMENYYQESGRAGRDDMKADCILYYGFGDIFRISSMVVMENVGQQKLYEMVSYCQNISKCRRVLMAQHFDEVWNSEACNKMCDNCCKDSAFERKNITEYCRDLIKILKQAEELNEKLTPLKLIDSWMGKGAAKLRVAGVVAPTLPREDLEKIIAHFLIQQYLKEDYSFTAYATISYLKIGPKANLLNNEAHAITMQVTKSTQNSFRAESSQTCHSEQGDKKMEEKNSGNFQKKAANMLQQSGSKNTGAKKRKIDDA
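RECQ1T1 50 nM; forked duplex (20 bp + 30-nt ss tails) 200 nM, ATP 2 mM final; pH 8.0, 2 mM MgCl2, 2.5 ug/ml poly(dI-dC); 15 min compound preincubation; discontinuous kinetic read over 2 h at RT.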
L3MBTL1 block: qHTS Assay for the Inhibitors of L3MBTL1. Lethal(3)malignant brain tumor-like protein 1 (Homo sapiens), Q9Y468. AlphaScreen L3MBTL1–H3K9me1 peptide binding. Potency, µM (series often up to 57.1 µM), for the others: at the top dose activity, negative = inhibition, most hits filed as inhibitors. actives 0.66% (n = 230,000); note: % is set by controls: 0 for no effect and ±100 for the full control effect; nearly all actives have a fitted effect of over 60% in size
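Read-out is AlphaScreen signal from streptavidin donor and nickel chelate acceptor beads (10 ug/mL final each) bridging L3MBTL1 (50 nM) and biotinylated K9-monomethylated H3(1-15) peptide (75 nM), after 30 min compound exposure at room temperature.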
Tau ThT inhib: qHTS for Inhibitors of Tau Fibril Formation, Thioflavin T Binding. actives 2.1% (n = 270,000). Microtubule-associated protein tau (Homo sapiens), P10636. Potency, µM (doses to about 57.4 µM), inactives show at the top dose activity, negative = inhibition, actives largely listed as inhibitors. recombinant tau K18 P301L, heparin-induced fibrillization, ThT fluorescence. AID 1460, 2008; note: % is set by controls: 0 for no effect and ±100 for the full control effect; nearly all actives have a fitted effect of over 55% in size
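Aggregation was driven by heparin (20 uM final) acting on recombinant tau […] bearing P301L in 100 mM sodium acetate pH 7; fibrils were detected with Thioflavin T.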
HTT ATP protect: qHTS Multiplex Assay to Identify Dual Action Probes in a Cell Model of Huntington: Cytoprotection (ATP). PC12 HTT-Q103 induced, cytoprotection, ATP luminescence, 40 h. Potency, µM (titrated, usually from 56.4 µM), for the others: cytoprotection (ATP increase), actives largely listed as activators. actives 0.14% (n = 230,000);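 note: % of control where 0% means no effect; nearly all actives have a fitted effect of over 45% in size; toxic huntingtin expression switched on by the ecdysone agonist tebufenozide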
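Compounds added alongside 100 nM tebufenozide, which induces toxic Q103 huntingtin exon 1-GFP in stable PC12 cells; surviving cells quantified by luminescent ATP measurement. Medium: phenol red-free DMEM, 5% equine and 5% calf serum.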
Tau fluor counter: Counterscreen qHTS for Inhibitors of Tau Fibril Formation, Fluorescence Polarization | tau K18 P301L (four-repeat tau fragment) Alexa594 fluorescence, heparin fibrillization | Potency, µM (series often up to 57.7 µM), without a hit: at the top dose activity change, negative = decrease | actives 0.93% (n = 280,000); note: % is set by controls: 0 for no effect and ±100 for the full control effect; nearly all actives have a fitted effect of over 55% in size
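Human K18 P301L tau (15 uM unlabeled plus 0.24 uM Alexa 594-labeled, final) in 100 mM sodium acetate pH 7 was mixed with compound and 20 uM heparin and incubated 6 hr at 37 C.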
TexasRed fluor: Total Fluorescence Counterscreen for Inhibitors of the Interaction of Thyroid Hormone Receptor and Steroid Receptor Coregulator 2; TRb/SRC2 Texas Red total fluorescence interference; Potency, µM (series often up to 106 µM), without a hit: at the top dose fluorescence change, negative = quenching; actives 0.29% (n = 280,000); active = well fitted curve in either direction with a large enough effect; inconclusive = small, poorly fitted or top-dose-only effect; note: % is set by controls: 0 for no effect and ±100 for the full control effect
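Human TRb ligand-binding domain at 0.6 uM with 20 nM Texas Red SRC2 peptide in Tris buffer containing 1 uM T3 and 5% DMSO, incubated with compound 5 h at ambient temperature. Total fluorescence (555/632 nm) calculated as parallel + 2 × perpendicular.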
Numbers without * were called inactive; i = inactive; ? = inconclusive; · = no result given; [ ] = another dose, or the depositor's remark. Unless noted, calls come from the whole dose curve; as a rule, active = well fitted curve in the direction sought with a large enough effect; inconclusive = small, poorly fitted or top-dose-only effect, or another doubt; inactive = no such curve, though single readings can be large; an effect the other way counts as inactive or inconclusive. Potency is the fitted concentration of half-maximal effect.

SMILES	Tau FP inhib	TRb SRC2 PPI	RECQ1 helicase	L3MBTL1 block	Tau ThT inhib	HTT ATP protect	Tau fluor counter	TexasRed fluor
COc1cccc(C2=NN(C(C)=O)C(c3cn(-c4ccccc4)nc3-c3cccs3)C2)c1 (centres undefined)	3%	-5%	·	·	-8%	·	-9%	8%
C#CCNC(=O)/C=C/c1ccc(OC)cc1	6%	-1%	-16%	8%	-10%	·	-8%	-1%
CCN(c1ccccc1)S(=O)(=O)c1nnc(NC(=O)COc2ccccc2F)s1	?	5%	·	·	4.5µM*	·	-21%	-24%
C/C=C\C1=C(CO)C(=O)C2O[C@]2(CC=C(C)C)C1=O (some centres undefined)	?	-1%[11.2 µM]	-7%[11.5 µM]	·	?	-17%[10 µM]	-14%[11.6 µM]	-2%[11.2 µM]
CCC[N+]1(CC#CC(O)(c2ccccc2)C2CCCCC2)CCCCC1 (centres undefined)	8%	-10%	-2%	43%[activator]	-10%	-24%[10 µM]	-7%	-5%
CCOC(=O)c1c(C=O)c(C)n(Cc2ccc(Cl)cc2)c1C	2%	-4%	-17%	·	?	10%	-13%	-2%
O=[N+]([O-])c1cc(/C=N\Nc2nc(-c3ccccc3)cs2)ccc1O	?	-4%	?	·	3.2µM*	-10%	10µM*[quencher]	-14%
COCCN1C(=O)c2[nH]nc(-c3ccccc3O)c2C1c1ccc(OC)cc1 (centres undefined)	-9%	-9%	-6%	-7%	0%	16%[10 µM]	-18%	0%
COC(=O)c1cn(Cc2cccc(C)c2)nn1	-8%	-4%	-4%	3%	2%	0%[10 µM]	2%	0%
Cc1ccc(NC(=O)C2CCCNC2=O)nc1 (centres undefined)	-2%	-1%	-6%	2%	-1%	9%[0.074 µM]	4%	-1%
C=CCNCCOc1c(C)cc(C)cc1Cl	1%	3%	i	16%	-3%	·	6%	1%
Cc1ccc2nc(-c3ccc(NC(=O)CCN4C(=O)c5ccccc5C4=O)cc3)sc2c1	3%	11%	-1%	1%	-2%	-4%[10 µM]	-4%	6%
CSc1sc(C#N)c2c1/C(=N\O)CCC2	-2%	2%	-3%	-4%	-9%	20%[10 µM]	-17%	-1%
Cc1c(=O)n(OCc2ccccc2F)c2ccccc2[n+]1[O-]	2%	1%	0%	·	-18%	4%	-4%	-3%
CCCCSc1nnc(-c2ccccc2)c2ccccc12	-13%	6%	-11%	23%	?	-21%[10 µM]	-13%	-6%
Cc1cc(C)n(S(=O)(=O)c2cc(C)c(C)cc2C)n1	0%	1%	-2%	14%	-7%	-1%[0.074 µM]	1%	3%
CCc1ccc(NC(=O)C2CCCN(S(=O)(=O)c3cccc4nsnc34)C2)cc1 (centres undefined)	-14%	4%	·	·	7%	·	-20%	2%
CCNC(=O)CSc1nc2ccccc2c(=O)n1CCCOC(C)C	-3%	-8%	i	7%	-2%	-21%	2%	-3%
CN1CCSc2ccc(C(=O)Nc3cc(F)ccc3F)cc21	17%	6%	-6%	28%	?	-4%[10 µM]	?	-1%
CCOc1ccccc1CNCCO	-6%	12%	0%	1%	0%	-7%[1.9 µM]	1%	-1%

Brought forward from above: three entries; new compounds follow.
SMILES	Tau FP inhib	TRb SRC2 PPI	RECQ1 helicase	L3MBTL1 block	Tau ThT inhib	HTT ATP protect	Tau fluor counter	TexasRed fluor
CCNC(=O)CSc1nc2ccccc2c(=O)n1CCCOC(C)C	-3%	-8%	i	7%	-2%	-21%	2%	-3%
CN1CCSc2ccc(C(=O)Nc3cc(F)ccc3F)cc21	17%	6%	-6%	28%	?	-4%[10 µM]	?	-1%
CCOc1ccccc1CNCCO	-6%	12%	0%	1%	0%	-7%[1.9 µM]	1%	-1%
CCOC(=O)Nc1cccc(C(=O)O)c1	-2%	6%	i	0%	-11%	10%[10 µM]	-5%	2%
O=C(Nc1ccccc1N1CCOCC1)c1cccnc1Cl	7%	-3%	-2%	·	-3%	3%	-7%	-2%
CN(C(=O)CSc1ncccc1C(=O)O)c1ccccc1	-1%	-18%	-8%	-1%	-4%	-9%[0.074 µM]	-1%	-2%
O=C1CN(Cc2nc3cc(Cl)ccc3c(=O)[nH]2)CCN1	-3%	4%	i	·	2%	16%[10 µM]	5%	-1%
C=CCc1ccc(OCCCCN2CC(C)OC(C)C2)c(OC)c1 (centres undefined)	7%	-23%	i	·	-10%	1%	0%	1%
CSc1nc2ccc3nc(NC(=O)C4COc5ccccc5O4)sc3c2s1 (centres undefined)	-9%	0%	i	-2%	?	4%[10 µM]	?	0%
CCC1CN(C(=O)NCc2ccc(C)cc2)c2cc(C)ccc2O1 (centres undefined)	-7%	-1%	·	·	-6%	·	-24%	0%
COc1cc(NS(=O)(=O)c2c(C(=O)N3CCCCC3)c(C)n(C)c2C)cc(OC)c1OC	-1%	-4%	·	·	-2%	·	-2%	0%
Cc1c(O)ccc(C(=O)COc2ccccc2F)c1O	-14%	2%	-7%	5%	-16%	-14%	-27%	-1%
COc1ccc(/C=N/NC(=O)c2ccoc2C)cc1O	-1%	-3%	8%	-10%	-13%	17%[10 µM]	-2%	-3%
N#Cc1cccc(NC(=O)Nc2cccs2)c1	6%	4%	-3%	-1%	-21%	12%	?	-1%
O=C(O)c1cccc(NC2=C(Cl)C(=O)c3ccccc3C2=O)c1	25µM*	10%	9%	-14%	2.8µM*	·	4µM*[quencher]	-10%
COCCNC(=O)C1=NOC(Cn2cc(C#N)c(=O)n(C)c2=O)C1 (centres undefined)	-13%	-1%	-19%	1%	-7%	-16%	-10%	-1%
Cc1ccc(NC(=O)Cn2cc(C(=O)C3CC3)c3ccccc32)c(C)c1	-14%	-9%	·	·	7%	·	-2%	?
CC(C)CCNC(=O)COc1ccc(C(=O)c2ccccc2)cc1	1%	-7%	i	8%	-7%	-8%	-12%	1%
CCCCOc1ccc(C(=O)Nc2cc(-c3cn4cccnc4n3)ccc2OC)cc1	-4%	0%	·	·	-14%	·	-11%	-3%
O=C(Nc1nc2ccccc2s1)c1cc(-c2ccco2)nc2ccccc12	-3%	-2%	-7%	-15%	?	-4%[1.9 µM]	-29%	?
Cc1ccc(C)c(N2CCN(S(=O)(=O)c3ccc(-c4coc(C)n4)cc3)CC2)c1	3%	5%	·	·	3%	·	-18%	-3%
COc1ccc(NCC(O)Cn2cnc3c2c(=O)n(C)c(=O)n3C)cc1 (centres undefined)	-1%	-3%	i	-1%	-4%	·	1%	-2%
CCCC1/C(=N/O)CC(c2ccccc2)NC1c1ccccc1 (centres undefined)	1%	2%	-6%	·	-9%	-143%[inhibitor]	-11%	-1%
Cc1nn(-c2cccc3cccnc23)c(=O)c2ccccc12	3%	-10%	-8%	·	-7%	-10%	-2%	1%
CC(C)(C)c1cnnn1-c1cccc([N+](=O)[O-])c1	-9%	-1%	0%	10%	-3%	-12%[10 µM]	-4%	1%
COc1cc(/C=N/NC(=O)c2cccnc2)ccc1OCC(=O)N1CCOCC1	-1%	10%	-3%	-2%	-3%	11%[10 µM]	-5%	-2%
CCCC1C2CN(C(C)C)CC=C2C(C#N)=C(N)C1(C#N)C#N (centres undefined)	?	-11%	-7%	-1%	?	-7%	-24%	4%
Cc1cc(C(=O)NCc2ccccc2)no1	2%	-9%	-7%	3%	2%	14%	7%	0%
Cc1ccsc1CN1CCN(c2ccccn2)CC1	3%	-10%	-1%	-6%	-14%	9%[10 µM]	-4%	-4%
CCC(C)NC(=O)CSC1=Nc2ccccc2C2=NC(CCC(=O)NCc3ccco3)C(=O)N12 (centres undefined)	5%	3%	-5%	-3%	0%	5%	6%	-2%
COc1cc(CN2CCC(CO)(CCOc3ccccc3)CC2)cc(OC)c1	·	6%	-4%	·	·	2%[10 µM]	·	-1%
CCOc1cc(/C=C(/C#N)C(=O)Nc2ccc(O)cc2)cc(Br)c1O	13%	-1%	14%	-5%	8.9µM*	-74%[inhibitor][10 µM]	?	-17%
Cc1nnsc1C(=O)N1CCN(c2ccc(F)cc2)CC1	5%	-5%	-10%	4%	6%	6%[10 µM]	6%	-5%
O=C(NC(NCCCN1CCOCC1)(C(F)(F)F)C(F)(F)F)C1CCCCC1	0%	1%	i	5%	-4%	5%	-1%	1%
COc1cccc(CN(C(=O)c2ccco2)C(C(=O)NC2CCCC2)c2cccnc2)c1 (centres undefined)	2%	2%	-20%	1%	-2%	-27%[10 µM]	0%	-1%
CC(=O)N1c2ccccc2CC1C(=O)N1CCN(c2ccc(F)cc2)CC1 (centres undefined)	1%	0%	·	·	-7%	·	-2%	0%
CCOc1ccccc1NC(=O)CSc1ncc2c(n1)-c1ccccc1N(CC)S2(=O)=O	-7%	-1%	·	·	11%	·	-28%	-2%
COc1ccc(/C=C/C(=O)NCC(=O)N/N=C/c2cc(Br)ccc2OCc2ccccc2)cc1	-14%	-4%	i	·	?	-30%	-22%	0%
COc1ccc(C(=O)Nc2ccccc2-c2nnn(CC(=O)NCc3ccco3)n2)cc1	?	-10%	-12%	5%	-2%	-9%[10 µM]	-10%	0%
COc1cccc(Nc2nc3ccccc3c3nncn23)c1	-14%	-8%	·	·	-15%	·	-28%	-1%

An excerpt; the hit share may differ from the screen's.
